TTR transcr act = TTR transcription activators in neuroblastoma reporter cells, primary screen, cell-based, luminescence, SH-SY5Y, TTR promoter Gaussia luciferase. 100% = recombinant luciferase protein wells. activation, % at 16.7 µM. hit rate 1.3% among 92,000;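 active = activation above the mean of all tested compounds plus 3 SD, cut at about 9.5% in these data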;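 note: cells exposed to compounds for one day before reading; 0% = median of all test compound wells on the plate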
An asterisk follows results filed as active. A portion of the library, so the mix of outcomes need not match the whole.

Start of the listing, in advance (2 entries):
compound | TTR transcr act
O=C(O)CSc1nnc(SCc2cccc3ccccc23)s1 | 2.0
N#C/C(=N\Nc1cccc(F)c1)C(=O)C1CC1 | 0.4

This part in full (from the top)
compound | TTR transcr act
O=C(O)CSc1nnc(SCc2cccc3ccccc23)s1 | 2.0
N#C/C(=N\Nc1cccc(F)c1)C(=O)C1CC1 | 0.4
Cc1c(Cl)cccc1NC(=O)CCCN1C(=O)c2cccnc2C1=O | -0.6
Cc1cccc(N=C2NN=C(c3c(C)[nH]c4ccccc34)CS2)c1 | -0.8
CCCCC1=CC2=CC(=O)C(C)(OC(=O)CC)C(=O)C2=CN1CCCOC(C)C (configuration not stated) | -3.1
CCCC1NC(=O)c2cccnc2-n2c1nc1ccc(C)cc1c2=O (configuration not stated) | -0.3
COc1cccc(C(=O)CSc2nnnn2C2CCCCC2)c1 | 6.6
CCC[C@H]1[C@@H](NC(=O)c2ccc(Cl)c(C(F)(F)F)c2)CC[C@@]23CCCN2C(=O)CCC[C@@H]13 | 2.7

The last four entries of the section before are carried over, then new ones follow.
compound | TTR transcr act
CCCCC1=CC2=CC(=O)C(C)(OC(=O)CC)C(=O)C2=CN1CCCOC(C)C (configuration not stated) | -3.1
CCCC1NC(=O)c2cccnc2-n2c1nc1ccc(C)cc1c2=O (configuration not stated) | -0.3
COc1cccc(C(=O)CSc2nnnn2C2CCCCC2)c1 | 6.6
CCC[C@H]1[C@@H](NC(=O)c2ccc(Cl)c(C(F)(F)F)c2)CC[C@@]23CCCN2C(=O)CCC[C@@H]13 | 2.7
COc1cc(-c2cccs2)cc(=O)c2c(C)oc(C)c12 | -1.8
NS(=O)(=O)c1cc(Cl)c(NC(=O)COC(=O)c2ccccn2)c(Cl)c1 | -0.2
CC(C)C(NC(=O)c1ccccc1)C(=O)NCC(c1ccccc1)N(C)C (configuration not stated) | 1.0
O=[N+]([O-])c1ccc(OCCN2CCNCC2)cc1 | 1.9
CC(=O)c1sc(NC(=O)CCCOc2ccccc2C)nc1C | 0.5
CCCNC(=O)C1(C)CCN(C(=O)c2ccc3ccccc3c2)C1 (configuration not stated) | 1.6
Cc1cccc(C(=O)OCC(=O)c2ccc(CC(=O)N3CCOCC3)s2)c1C | 1.7
O=[N+]([O-])c1cccc(S(=O)(=O)[N-]c2nc3ccccc3nc2-n2cc[n+](Cc3ccccc3)c2)c1 | 0.5
COc1ccc(-c2noc(CNS(=O)(=O)c3ccc(NC(C)=O)cc3)n2)cc1OC | 0.5
CCOc1ccccc1NC(=O)CCC(=O)Nc1nnc(C2CCCCC2)s1 | 1.7
O=C(Nc1ccn(CCCNCc2ccccc2)c(=O)n1)OCc1ccccc1 | -0.7
O=C1NC(=O)N(C2CCCCC2)CC1Br (configuration not stated) | 25*
COc1ccc(C(=O)NCC(=O)N/N=C/c2cn[nH]c2-c2ccccc2)cc1 | -0.7
COc1ccc(CN2[C@@H](CC(=O)O)c3ccc(C(F)(F)F)cc3S2(=O)=O)cc1 | 0.9
O=C(Cc1ccccc1)NCCCN1CCN(CCCNC(=O)Cc2ccccc2)CC1 | 2.6
NC(=O)Nc1ccccc1C(=O)N1CCC(O)(c2ccc(Cl)cc2)CC1 | 1.9
O=C(CC1C(=O)NCCN1C(=O)Nc1ccc(F)cc1)Nc1ccc(F)cc1 (configuration not stated) | 0.0
O=S(=O)(NCCNc1ncc(C(F)(F)F)cc1Cl)C(F)(F)F | -0.9
Cc1ccc2c(c1)N(CC(=O)N1CCCC1)C(=O)CO2 | 1.3
O=S(=O)(NCc1ccc(Cl)cc1)NCc1ccccc1F | -0.5
COc1ccc(C2=NN(C(=O)CCC(=O)O)C(c3ccccc3OC)C2)cc1 (configuration not stated) | -0.1
Cc1noc(C)c1NC(=O)Nc1cccc2c1O[C@H](CN(C)S(=O)(=O)c1c(C)noc1C)[C@@H](C)CN([C@H](C)CO)C2=O | -2.9
CCc1ccc(C(=O)Nc2cccnc2Oc2ccc(Cl)cc2)cc1 | -1.6
COc1ccc(Cl)cc1NC(=O)CN(C)C(=O)c1ccc(C)s1 | 6.0
CN(C)CCCNC(=O)c1ccc(-c2ccccc2)cc1 | 22*
COc1ccc(-c2cc(C(F)F)n3ncc(C(=O)Nc4cnn(Cc5ccccc5)c4)c3n2)cc1 | 4.6
COc1ccc(CNC(=O)CSc2ccsc2[N+](=O)[O-])cc1 | -1.6
COc1ccc(/C=C/C(=O)N(C)Cc2cccs2)cc1S(=O)(=O)N1CCOCC1 | -1.4
COc1ccc(-c2ncc3ccccn23)cc1OC | 1.2
Cc1ccc(C)c(NC(=S)N2CCN(Cc3ccccc3)CC2)c1 | 1.2
CCOc1cccc2cc(C(=O)N3CC(C)OC(C)C3)c(=O)oc12 (configuration not stated) | 0.8
O=C(Nc1nc(-c2cccc([N+](=O)[O-])c2)cs1)c1cccc([N+](=O)[O-])c1C(=O)O | -1.3
COc1ccccc1N1CCN(C(=S)Nc2ccc(F)cc2)CC1 | -0.4
Fc1ccc(-c2cnn3c(-c4ccncc4)ccnc23)cc1 | -2.9
Cc1ccc(NC(=S)N2CCC(NC(=O)c3ccccc3)CC2)cc1 | -0.8
O=S(=O)(c1ccc(-n2cnnn2)cc1)N1CCN(c2ccccc2F)CC1 | 0.4
CCOc1ccccc1N1CCN(C(=S)NC(=O)C23CC4CC(CC(C4)C2)C3)CC1 | 9.7*
CCCCOc1cc(NCc2ccccc2)c2ncn(C(C)C)c2c1 | -5.1
COC(=O)Oc1nsnc1N1CCOCC1 | -1.3
O=C(CN1C(=O)COc2ccccc21)N(Cc1ccc2c(c1)OCO2)CC1CCCO1 (configuration not stated) | -0.1
CC1(C)Cc2nc3sc4c(SCC(=O)NC(c5ccccc5)c5ccccc5)ncnc4c3cc2CO1 | 1.3
CSc1nc(NCCN(C)C)c2sc3nc(-c4ccco4)c4c(c3c2n1)CCC4 | -0.5
O=C(Nc1ccc(C2CC2(Cl)Cl)cc1)c1cccc([N+](=O)[O-])c1 (configuration not stated) | -3.5
COc1cccc(NC(=O)c2ccc(-c3ccccc3[N+](=O)[O-])o2)c1 | -1.7
COc1ccc(/C=N/NC(=O)Cn2cnc3ccccc3c2=O)cc1OC | 0.4
O=C(CNC(=O)c1ccccc1F)Nc1ccc2c(c1)OCO2 | -1.3
COc1ccc(OCC(=O)NNc2nc3ccccc3s2)cc1 | -0.7
Cc1ccc(S(=O)(=O)N(CCCc2c(C)nc(N)[nH]c2=O)Cc2ccc([N+](=O)[O-])cc2)cc1 | -1.4
CCOC(=O)c1c(-c2ccccc2)csc1NC(=O)C(C)NCCCN1CCOCC1 (configuration not stated) | 13*
CCOc1ccc(CN2CCN(Cc3cnc(N4CCOCC4)s3)CC2CCO)cc1 (configuration not stated) | 3.5
CCOc1ccccc1NC(=O)CN1C(=O)NC(Cc2c[nH]c3ccccc23)C1=O (configuration not stated) | -0.6
N#Cc1c(N2CCCCC2)nc(N)c2c(N)nc(SCC(=O)O)cc12 | 0.3
CCNc1nc(N)c([N+](=O)[O-])c(Nc2cccc(Cl)c2)n1 | 1.5
COC(=O)c1cccc(Cn2ccc3ccc(-c4ccc5ccn(C(=O)c6ccccc6C)c5c4)cc32)c1 | 1.1
COc1ccccc1N1N=C(c2ccc([N+](=O)[O-])cc2)CC1c1ccccc1 (configuration not stated) | -1.6
COc1ccc(-c2csc3nc(-c4ccccc4OC)oc(=O)c23)cc1 | 2.2

(further entries)
compound | TTR transcr act
CN(C)c1ccc(P(=O)(Nc2ccc([N+](=O)[O-])cc2)N2CCOCC2)c(NC(=O)c2cccs2)c1 (configuration not stated) | -0.8
Cc1nnc(SCC(=O)NCCc2ccccc2)s1 | 0.7
O=C(c1cccs1)N1CCN=C1SCc1cccnc1 | -2.8
CC(C)c1onc(C(=O)NCCc2ccccc2)c1[N+](=O)[O-] | 1.7
Cc1ccc(Nc2cc(=O)[nH]c(=O)[nH]2)cc1C | -0.3
CCOC(=O)c1cnc(-c2ccccc2)nc1Oc1cccc(Cl)c1 | -2.1
CCOc1ccc(/C=N/N2CCN(Cc3ccccc3)CC2)cc1 | -1.1
CSc1ncccc1C(=O)Nc1nc2ccc(Oc3ccccc3)cc2s1 | -0.6
COc1ccc(C(C(C(=O)c2cccs2)N2CCOCC2)N2CCOCC2)cc1OC (configuration not stated) | 1.0
CN(C)CCCNC(=O)c1cc2sc3ccccc3c2s1 | 1.5
CC1(C)SC(=S)N(NC(=O)Nc2ccccc2)C1N(O)C(=O)Nc1cccc2ccccc12 (configuration not stated) | -0.2
Cc1ccc(-c2csc(NC(=S)NC(=O)/C=C/c3ccco3)n2)cc1 | 1.3
Cc1cccc(C(=O)Nc2nc3ncccn3c2-c2ccc(C(F)(F)F)cc2)c1 | -0.1
O=C(COC(=O)c1ccc(Br)cc1)NCCC1=CCCCC1 | 1.1
O=C(CSc1ncccn1)N1CCN(S(=O)(=O)c2ccccc2)CC1 | 4.4
CCCOP(=O)(OCCC)C(Nc1cccc(C(F)(F)F)c1)c1ccc(C)cc1 (configuration not stated) | -0.8

Random excerpt: four entries already listed, in no set order.
compound | TTR transcr act
O=C(COC(=O)c1ccc(Br)cc1)NCCC1=CCCCC1 | 1.1
COc1ccc(C(C(C(=O)c2cccs2)N2CCOCC2)N2CCOCC2)cc1OC (configuration not stated) | 1.0
Cc1ccc(-c2csc(NC(=S)NC(=O)/C=C/c3ccco3)n2)cc1 | 1.3
CC1(C)SC(=S)N(NC(=O)Nc2ccccc2)C1N(O)C(=O)Nc1cccc2ccccc12 (configuration not stated) | -0.2

Additional records follow.
compound | TTR transcr act
Cc1cccc(C(O)c2ncc(-c3ccccc3Cl)[nH]2)c1C (configuration not stated) | -0.6
COC(=O)c1sc2ncn(-n3c(C)ccc3C)c(=O)c2c1C | -2.1
Fc1cccc(Cl)c1Cc1noc(/C=C/c2ccccc2)n1 | 0.5
Cc1c(C(=O)N2CCCCC2)c(S(=O)(=O)N2CCN(c3ccc(F)cc3)CC2)c(C)n1C | 0.0
CC(=O)c1sc(NC(=O)c2cc3c(C)nn(-c4ccccc4)c3s2)nc1C | -1.1
CCN(C[C@H]1N[C@@](Cc2ccccc2)(C(=O)OC)[C@H]2C(=O)N(C)C(=O)[C@@H]12)C(=O)Nc1ccc(C(F)(F)F)cc1 | 0.1
O=c1c2ccccc2nc(SCc2ccc([N+](=O)[O-])cc2)n1-c1ccc(Cl)cc1 | -0.9
O=C(O)CN1CCN(Cc2ccccc2F)C1=O | -1.3
COc1ccc(OC)c(Nc2nc(NCCCN(C)C)nc(N)c2[N+](=O)[O-])c1 | -0.7
Cc1cccc(NS(=O)(=O)c2ccc(C(=O)NCC(c3ccco3)N3CCCCC3)cc2)c1C (configuration not stated) | -3.3
CCC(=O)Nc1nc2ccccc2n1Cc1ccccc1Cl | -2.1
CCCC(CCC(=O)Nc1nccs1)C(=O)O (configuration not stated) | -0.7
CCOc1cnc(-c2c(-c3c(F)cccc3Cl)noc2C)o1 | -0.4
CCOC(=O)COc1cc(Br)c(C2NC(=O)NC(C)=C2C(C)=O)cc1OCC (configuration not stated) | 2.2
O=S1(=O)CC=C(CSC(=S)NC2CCS(=O)(=O)C2)C1 (configuration not stated) | 0.7
COC(=O)[C@]12C[C@H](CC(=O)NCc3cccc(C(F)(F)F)c3)C(=O)N(Cc3ccccc3)C1=C[C@H](COCc1ccccc1)O[C@@H]2C | 0.4
Cc1ccc(S(=O)(=O)N2CCCC(C(=O)NCc3cccnc3)C2)cc1Cl (configuration not stated) | 0.0
CN(C)C(=O)CCC(=O)N1CCCCC1C(=O)Nc1ccc(Oc2ccccc2F)cc1 (configuration not stated) | 0.9
CCc1cccc(NC(=O)CC2SC(N3CCCC3)=NC2=O)c1 (configuration not stated) | -0.3
Cc1onc(-c2ccccc2)c1C(=O)N1CCC(CO)(Cc2ccccc2)CC1 | 0.4
CC1(C)CC(NC(=O)C2CCCCC2)CC(C)(C)N1 | -0.3
Cc1ccccc1NC(=O)C1Cc2ccccc2C(=O)O1 (configuration not stated) | -0.7
CC(=O)Nc1ccc(S(=O)(=O)NCCN2CCOCC2)cc1 | 1.1
CCc1c(C#N)sc(C(N)=O)c1CC | 1.2
C[C@@H]1CCCCO[C@H](CN(C)C(=O)c2ccncc2)[C@H](C)CN([C@@H](C)CO)C(=O)c2cc(NC(=O)c3ccccc3)ccc2O1 | 3.5
O=C(Nc1ccc(Cl)c(Cl)c1)O/N=C/c1ccncc1 | -0.4
Cc1nc(SCC(=O)NCCc2ccccc2)n[nH]1 | 0.7
CC(C)=CCC/C(C)=C/CC/C(C)=N/O | 0.4
CCc1ccccc1NC(=O)C1C(c2ccccc2)C1(Cl)Cl (configuration not stated) | 2.5
CC(C)(C)C(=O)CSc1nc2c(c(-c3cccs3)c1C#N)CCC2 | -0.9
CN(C)S(=O)(=O)c1ccc(NC(=O)C2CC(=O)N(Cc3ccccc3)C2)cc1 (configuration not stated) | -2.5
O=C(Cn1[nH]c(=O)c2ccccc2c1=O)N1CC=C(c2ccccc2)CC1 | 3.8
O=C(Nc1nnc(C2CCCO2)s1)c1cccs1 (configuration not stated) | -0.7
CCN(CC)c1ccc(C(=O)Nc2ccccc2)cc1[N+](=O)[O-] | 1.3
CC1CCCN(CCCNC(=O)c2ccc(CS(=O)(=O)Cc3cccc(Cl)c3)o2)C1 (configuration not stated) | 2.5
Cc1ccc(C(=O)Nc2sc(C)c(-c3ccccc3)c2C(N)=O)cc1[N+](=O)[O-] | -0.9
CC1=C(c2ccc(C)cc2)S(=O)(=O)N(CC(=O)O)C1=O | 1.0
CC(=O)Nc1ccc(S(=O)(=O)NC2(C(F)(F)F)NC(=O)N(c3ccc(Cl)cc3)C2=O)cc1 (configuration not stated) | -0.8

Assay outcomes from PubChem.
